Source: PubChem BioAssay (several laboratories)
MEX-5 binding: C. elegans MEX-5 TCR-2 RNA binding activity; Q9XUB2; MEX-5/FITC-TCR2 RNA binding, fluorescence polarization; hits give low values; activity score (negative = inhibition of binding), % at 10 µM; 300,000 compounds, 0.38% hits;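 active means inhibition past about -25% in most replicates, and total fluorescence under double the plate's negative control median, limit read from the data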;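 further: 0% = DMSO and -100% = 5 µM competing unlabeled TCR2 RNA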
BCLXL inh: Bcl-xL (human) inhibition | inhibition, % at 10.9 µM | 320,000 compounds, 0.7% hits | Q07817 | GST-Bcl-xL / FITC-Bim BH3 peptide fluorescence polarization;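 active means inhibition above the mean of all tested compounds plus 3 SD, cutoff set per campaign, cut at about 30% in these data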;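 further: 0% = DMSO wells and 100% = unlabeled Bim-BH3 peptide competitor; inhibitors lower millipolarization by displacing the labeled peptide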
Target sequence (Q07817 whole entry, looked up): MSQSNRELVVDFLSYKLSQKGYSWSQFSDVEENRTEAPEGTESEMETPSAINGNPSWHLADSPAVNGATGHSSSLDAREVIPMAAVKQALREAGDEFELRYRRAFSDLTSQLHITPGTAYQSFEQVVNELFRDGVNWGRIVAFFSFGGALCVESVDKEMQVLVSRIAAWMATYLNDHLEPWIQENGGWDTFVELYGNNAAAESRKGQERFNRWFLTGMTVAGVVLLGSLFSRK
EBNA-1 inh: blocks EBNA-1 binding to DNA; EBNA-1 DNA binding, fluorescence polarization; inhibition, % at 14.8 µM; 300,000 compounds, 0.34% hits; AID 1950; in the data active means inhibition above about 28%
Efflux pump inh: antifungal efflux pump inhibition, Nile Red retention | 330,000 compounds, 0.44% hits | inhibition, % at 10 µM | S. cerevisiae Candida pump triplex;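 active means plate passing quality check with inhibition over a set limit, or well fluorescence over plate mean plus 4 SD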;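 further: Nile Red retained in pooled yeast measured as flow cytometry median fluorescence; 0% = buffer negative control and 100% = Enniatin B positive control; higher means more Nile Red kept so more efflux inhibition; some compounds called inactive have numbers as strong as hits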
MCL1-BIM inh: inhibitors of human MCL1 binding to BIM-BH3 peptide | Q07820 | GST-MCL1 / FITC-Bim-BH3 fluorescence polarization | inhibition, % at 10.9 µM | 320,000 compounds, 0.68% hits | AID 2057;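 active means inhibition above the mean inhibition of all tested compounds plus 3 SD, set per campaign, cut at about 40% in these data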;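 further: 0% = DMSO wells and 100% = unlabeled Bim-BH3 peptide control; higher means more loss of mP so more displacement of Bim peptide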
Target sequence (Q07820 whole entry, looked up): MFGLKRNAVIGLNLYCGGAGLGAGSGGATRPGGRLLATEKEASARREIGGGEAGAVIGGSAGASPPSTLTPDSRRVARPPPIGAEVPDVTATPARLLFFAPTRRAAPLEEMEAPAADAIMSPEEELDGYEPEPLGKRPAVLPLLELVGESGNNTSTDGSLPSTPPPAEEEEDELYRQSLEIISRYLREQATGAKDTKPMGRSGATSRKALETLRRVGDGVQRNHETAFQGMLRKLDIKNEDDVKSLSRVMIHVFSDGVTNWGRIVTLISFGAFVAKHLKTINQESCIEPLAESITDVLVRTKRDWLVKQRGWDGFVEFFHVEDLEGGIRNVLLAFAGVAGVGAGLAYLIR
GLD-1 RNA inh: GLD-1-TGE RNA interaction inhibition (C. elegans) | Q17339 | purified GLD-1 + fluorescein TGE RNA, fluorescence polarization | inhibition, % at 5.96 µM | 320,000 compounds, 0.44% hits | AID 2280;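 active means percent inhibition above a per-plate cutoff, the plate mean of test compounds plus 3 SD, cut at about 30% in these data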;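 further: 0% = DMSO wells with GLD-1 and probe and 100% = wells lacking GLD-1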
Fam108B inh: counter-screen for RBBP9 inhibitors: inhibitors of mouse Fam108B; AID 1947; recombinant Fam108B, FP-Rh probe fluorescence polarization; 300,000 compounds, 0.33% hits; inhibition, % at 9.51 µM;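 active means inhibition above the screen mean inhibition plus 3 SD, computed separately per campaign, cut at about 18% in these data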;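 further: inhibitors lower polarization as less probe binds the enzyme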
ZTA DNA inh: ZTA (EBV) inhibition in EBNA-1 counter-screen; ZTA-DNA binding, fluorescence polarization; inhibition, % at 11 µM; 320,000 compounds, 0.15% hits; AID 2234; in the data active means inhibition above about 33%
CR mimetic SO: lowers age-related superoxide in aged yeast cells | S. cerevisiae aged cells, superoxide DHE fluorescence; hits give low values | superoxide response (% of plate mean), % at 10 µM | 330,000 compounds, 0.18% hits | AID 2690;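 active means superoxide response under a set limit, about three screen SD below normal, cut at about 65% in these data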;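 further: yeast aged for seven days with compound at 30 °C before DHE staining; 100% = average MFI of all compound-treated wells on the plate with controls excluded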
The depositor's hits bear a star; . = no result given.

1	CCc1ccc(-n2c(=O)c3ccccc3n(CC(=O)NCc3ccco3)c2=O)cc1
2	O=C(c1cccs1)N(c1cccc(Cl)c1)C1C=CS(=O)(=O)C1 (stereo not given)
3	O=C(CCSc1ccccc1)N1CCN(C(=O)c2ccco2)CC1
4	COc1ccc(-c2[nH]ncc2C=O)cc1OC
5	CC(Sc1ccccc1)C(=O)N1CCN(S(=O)(=O)c2ccccc2)CC1 (stereo not given)

assay / compound | 1 | 2 | 3 | 4 | 5
MEX-5 binding | 1.3 | 0.1 | -0.7 | 1.6 | -0.1
BCLXL inh | -2 | 1 | 8 | 4 | -2
EBNA-1 inh | -1 | 10 | -1 | -14 | -8
Efflux pump inh | 0.8* | 0.1 | 0.0 | -0.4 | -0.1
MCL1-BIM inh | -9 | 1 | 4 | 4 | -4
GLD-1 RNA inh | -1 | -5 | -1 | 6 | -1
Fam108B inh | -4 | 1 | 1 | 2 | -2
ZTA DNA inh | 1 | -3 | -2 | -8 | -11
CR mimetic SO | 104 | 89 | 99 | 96 | 91

6	CSc1ccc(S(=O)(=O)N2CCC(C(=O)NCc3ccco3)CC2)cc1
7	CC1(C)CC(=O)C2=C(C1)N(c1ccccc1)C(=O)CC2c1ccc(O)cc1 (stereo not given)
8	Cc1cnn(C(=S)NCCc2ccccc2)c1
9	O=C(CSc1nc2ccccc2[nH]1)Nc1nc(-c2ccccc2)c(-c2ccccc2)o1
10	COc1ccccc1NS(=O)(=O)c1cc(NC(=O)C2=NNC(=O)CC2)ccc1C

assay / compound | 6 | 7 | 8 | 9 | 10
MEX-5 binding | 0.1 | 1.2 | -1.1 | 0.2 | .
BCLXL inh | 5 | 5 | 1 | -2 | -9
EBNA-1 inh | -12 | -12 | 5 | -3 | .
Efflux pump inh | 0.1 | 0.4 | 0.1 | -0.2 | -0.1
MCL1-BIM inh | 7 | 5 | 3 | 4 | -17
GLD-1 RNA inh | 11 | 1 | 3 | 6 | 4
Fam108B inh | 5 | 1 | -1 | 0 | .
ZTA DNA inh | -6 | -8 | 7 | -6 | -13
CR mimetic SO | 83 | 118 | 99 | 110 | 83

11	O=S(=O)(c1cccc(C(F)(F)F)c1)N1CCCC1c1cccnc1 (stereo not given)
12	COc1ccc(N2C(=O)CC(N3CCC(O)(c4ccc(Cl)cc4)CC3)C2=O)cc1 (stereo not given)
13	c1ccc(-c2noc(-c3cccc4ccccc34)n2)cc1
14	COC(=O)CCCCC1SCC2NC(=O)NC21 (stereo not given)
15	CCOC(=O)c1[nH]c(C)c(C(=O)OCC(=O)N2c3ccccc3CC2C)c1C (stereo not given)

assay / compound | 11 | 12 | 13 | 14 | 15
MEX-5 binding | 1.1 | 2.2 | 4.7 | -1.1 | 0.1
BCLXL inh | 9 | 0 | 5 | 2 | 1
EBNA-1 inh | -1 | -7 | 1 | -8 | 1
Efflux pump inh | -0.2 | 0.1 | 0.0 | 0.6 | 0.0
MCL1-BIM inh | -1 | 0 | 4 | 2 | 3
GLD-1 RNA inh | 1 | 7 | -2 | 1 | 9
Fam108B inh | -1 | 2 | -6 | 1 | 0
ZTA DNA inh | -4 | 6 | 6 | 12 | -10
CR mimetic SO | 112 | 87 | 99 | 79 | 89

16	CC(C)(C)c1cnnn1-c1ccc(NC(=O)c2ccc3c(c2)OCO3)cc1
17	Cc1c(C(=O)O)sc(=S)n1-c1ccccc1
18	CSc1nc(C)cc(C)c1C(N)=O
19	COc1ccc(NS(=O)(=O)c2cc3c(cc2C)N(C(C)=O)CCO3)cc1
20	Cc1cccc(C)c1NC(=O)C(Cl)C(=O)c1ccccc1 (stereo not given)

assay / compound | 16 | 17 | 18 | 19 | 20
MEX-5 binding | 1.0 | -0.9 | 0.2 | -0.5 | 0.5
BCLXL inh | 0 | 3 | -4 | 7 | 9
EBNA-1 inh | -1 | -2 | -4 | -1 | -3
Efflux pump inh | 0.0 | 0.0 | -0.1 | -0.1 | 0.1
MCL1-BIM inh | -1 | 4 | -7 | 3 | 4
GLD-1 RNA inh | 6 | 0 | -3 | 1 | 8
Fam108B inh | -2 | 2 | -2 | -2 | -1
ZTA DNA inh | 0 | -10 | 9 | -3 | 5
CR mimetic SO | 115 | 108 | 112 | 79 | 96

21	CCCCNC(=O)CCn1c(=O)c2ccccc2n(CC(=O)NCCc2ccc(OC)c(OC)c2)c1=O
22	Cn1c(N)c(C(=O)CSc2nnc(-c3c[nH]c4ccccc34)n2C2CC2)c(=O)[nH]c1=O
23	Cc1ccc(C)c(N2CCN(C(=O)CCCn3c(=O)c4cccn4c4cccnc43)CC2)c1
24	CC(C)c1ccc(OCC(=O)N2CCCCCC2)c(Br)c1
25	Cc1cc(NC(=O)c2cnn3c(C(F)F)cc(C4CC4)nc23)no1
26	CCOc1ccccc1NC(=O)CSCC(=O)Nc1ccccc1
27	CN1CCN(C(=S)Nc2cccc(Cl)c2)CC1

assay / compound | 21 | 22 | 23 | 24 | 25 | 26 | 27
MEX-5 binding | 0.0 | . | -0.6 | -2.3 | -1.9 | 3.0 | -0.5
BCLXL inh | 2 | -4 | 2 | -2 | 3 | -1 | 3
EBNA-1 inh | -4 | . | 2 | 5 | 4 | 7 | 3
Efflux pump inh | 0.0 | 0.0 | -0.1 | 0.5 | 0.0 | 0.0 | 0.4
MCL1-BIM inh | 2 | -10 | -1 | 2 | 5 | 0 | 13
GLD-1 RNA inh | -7 | 5 | 6 | 8 | 4 | -1 | 6
Fam108B inh | 0 | . | 2 | -1 | -1 | 1 | -4
ZTA DNA inh | 10 | 11 | 0 | 2 | 17 | -1 | 7
CR mimetic SO | 94 | 93 | 92 | 106 | 104 | 94 | 103

A draw from above in order of heavy-atom count, lowest first.
18	CSc1nc(C)cc(C)c1C(N)=O
17	Cc1c(C(=O)O)sc(=S)n1-c1ccccc1
27	CN1CCN(C(=S)Nc2cccc(Cl)c2)CC1
20	Cc1cccc(C)c1NC(=O)C(Cl)C(=O)c1ccccc1 (stereo not given)
25	Cc1cc(NC(=O)c2cnn3c(C(F)F)cc(C4CC4)nc23)no1
19	COc1ccc(NS(=O)(=O)c2cc3c(cc2C)N(C(C)=O)CCO3)cc1
16	CC(C)(C)c1cnnn1-c1ccc(NC(=O)c2ccc3c(c2)OCO3)cc1

assay / compound | 18 | 17 | 27 | 20 | 25 | 19 | 16
MEX-5 binding | 0.2 | -0.9 | -0.5 | 0.5 | -1.9 | -0.5 | 1.0
BCLXL inh | -4 | 3 | 3 | 9 | 3 | 7 | 0
EBNA-1 inh | -4 | -2 | 3 | -3 | 4 | -1 | -1
Efflux pump inh | -0.1 | 0.0 | 0.4 | 0.1 | 0.0 | -0.1 | 0.0
MCL1-BIM inh | -7 | 4 | 13 | 4 | 5 | 3 | -1
GLD-1 RNA inh | -3 | 0 | 6 | 8 | 4 | 1 | 6
Fam108B inh | -2 | 2 | -4 | -1 | -1 | -2 | -2
ZTA DNA inh | 9 | -10 | 7 | 5 | 17 | -3 | 0
CR mimetic SO | 112 | 108 | 103 | 96 | 104 | 79 | 115

15	CCOC(=O)c1[nH]c(C)c(C(=O)OCC(=O)N2c3ccccc3CC2C)c1C (stereo not given)
22	Cn1c(N)c(C(=O)CSc2nnc(-c3c[nH]c4ccccc34)n2C2CC2)c(=O)[nH]c1=O
21	CCCCNC(=O)CCn1c(=O)c2ccccc2n(CC(=O)NCCc2ccc(OC)c(OC)c2)c1=O

assay / compound | 15 | 22 | 21
MEX-5 binding | 0.1 | . | 0.0
BCLXL inh | 1 | -4 | 2
EBNA-1 inh | 1 | . | -4
Efflux pump inh | 0.0 | 0.0 | 0.0
MCL1-BIM inh | 3 | -10 | 2
GLD-1 RNA inh | 9 | 5 | -7
Fam108B inh | 0 | . | 0
ZTA DNA inh | -10 | 11 | 10
CR mimetic SO | 89 | 93 | 94
